GFP derepression: epigenetic modulators derepressing GFP locus in mouse cells. Potency, µM (top dose mostly 46.1 µM), for the others: at the top dose GFP derepression (activation). mouse C127i GFP locus derepression, cytometry, 30 h. actives 0.09% (n = 68,000); also: % of control where 0% means no effect
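Read-out is the number of GFP-positive cells, scored as fluorescent objects 20 to 120 um wide, reflecting derepression of a silenced CMV-GFP reporter in murine C127i cells after 30 h compound exposure at 37 C.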
HEK293 cAMP ctrl: parental HEK293 cAMP activation (counter-screen) | parental HEK293 CNG cAMP sensor, membrane potential fluorescence | Potency, µM (top dose mostly 57.1 µM), for the others: at the top dose activation, hits mostly activators | actives 2.5% (n = 73,000); also: potency is read from the fitted curve at half-maximal effect; % of control where 0% means no effect; nearly all actives have a fitted effect of over 55% in size
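Parental HEK 293 cells stably expressing a cAMP-gated CNG channel were loaded with membrane potential dye containing 100 uM RO 20-1724 for 60 min. Compound added for 30 min; depolarization read as fluorescence intensity at 590 nm.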
4MU fluor: compounds fluorescent in 4-MU spectral region; compound autofluorescence, 340/450 nm, 4-MU equivalents; stronger effect = higher value; max dye-equivalent concentration, M; actives 11% (n = 59,000); in the data active = max dye-equivalent concentration above about 10 nM; inconclusive = mostly about 1.1 nM to 9.6 nM
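Compounds in 100 mM Tris, pH 8.0, incubated 15 min at room temperature, then fluorescence read at 340 nm excitation/450 nm emission. Signal converted to 4-MU dye-equivalent concentration using an on-plate six-point 4-MU standard curve.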
USP2a inh: USP2a (human) protease inhibition. O75604. USP2a enzymatic assay, qHTS inhibition. AID 927. actives 0.1% (n = 60,000). Potency, µM (top dose mostly 38.3 µM), for the others: at the highest dose activity change, negative = inhibition, actives largely listed as inhibitors;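 also: potency is read from the fitted curve at half-maximal effect; nearly all actives have a fitted effect of over 60% in size; plate controls were DMSO for no effect and NEM full inhibition control for full effect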
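20 nM USP2 core + cpd, 30 min RT; add 20 nM Ub-PLA2/20 uM NBD C6-HPC; read Ex460/Em535 at 0 h and 2.5 h. Normalized to NEM; qHTS curve fit/classification.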
Casp7 inh: caspase-7 (human) inhibition, allosteric or competitive. P55210. recombinant caspase-7, Ac-DEVD-AFC fluorescence rate. Potency, µM (doses to about 57.5 µM), inactives show at the top dose activity change, negative = inhibition, usual class: inhibitors. actives 0.02% (n = 75,000). AID 889; active = well fitted inhibition curve with a large enough effect in the main read-out, with a control signal flat, not every such curve was filed as active; inconclusive = small, poorly fitted or top-dose-only effect, or a change in a side signal; also: potency is read from the fitted curve at half-maximal effect; % of control where 0% means no effect
Ub-GFP proteasome: ubiquitin-GFP accumulation via proteasome inhibition; Ubiquitin-GFP reporter cells, proteasome inhibition, GFP fluorescence; response scale: untreated = 0%, 10 µM MG-132 = 100%; 67,000 tested, under 10 active; Potency, µM (series often up to 45.9 µM), inactives show top-dose activation (GFP accumulation), most hits filed as activators; active = well fitted activation curve with a large enough effect, not every such curve was filed as active; inconclusive = small, poorly fitted or top-dose-only effect, or another doubt; inactive = no such curve, though single readings can be large or run the other way; also: potency is read from the fitted curve at half-maximal effect
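Reporter cells (U2OS, ubiquitin-G76V-GFP fusion) are plated overnight, then treated 4 hr at 37 °C with compound titrations from 46 uM down to 2.9 nM. Activity is scaled against untreated cells and 10 uM MG-132.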
Casp1 inh: caspase-1 (human) inhibition, allosteric or competitive. Caspase-1 enzyme, Ac-WEHD-AFC fluorogenic rate. actives 0.03% (n = 75,000). P29466. Potency, µM (highest dose often 57.5 µM), for inactives: top-dose activity change, negative = inhibition, usual class: inhibitors;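 also: potency is read from the fitted curve at half-maximal effect; plate controls were vehicle for no effect and no substrate for full effect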
Fluorescein fluor: compound fluoresces in the fluorescein spectral region; AID 593; max fluorescein-equivalent concentration, M; actives 0.91% (n = 59,000); Compound autofluorescence, 480/540 nm, fluorescein-equivalent; stronger effect = higher value; in the data active = max fluorescein-equivalent concentration above about 10 nM; inconclusive = between about 1.1 nM and that limit
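Fluorescein stocks ranging 3 mM down to 300 nM, plus DMSO blanks, were pinned alongside compounds to build a per-plate standard curve. Buffer: 100 mM Tris, pH 8.0. Incubation 15 min, room temperature; filters 480/540 nm.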
BRCT PPI red: disrupts BRCA1 BRCT binding to phosphoprotein, red fluorophore readout; P38398; BRCT-phosphopeptide binding, red fluorescence polarization; Potency, µM (highest dose often 76.9 µM), for inactives: at the highest dose activity change, negative = inhibition, most hits filed as inhibitors; actives 0.03% (n = 75,000); AID 892; also: % is scaled to controls: 0 for no effect and ±100 for the full control effect
Target sequence (P38398 whole entry, looked up): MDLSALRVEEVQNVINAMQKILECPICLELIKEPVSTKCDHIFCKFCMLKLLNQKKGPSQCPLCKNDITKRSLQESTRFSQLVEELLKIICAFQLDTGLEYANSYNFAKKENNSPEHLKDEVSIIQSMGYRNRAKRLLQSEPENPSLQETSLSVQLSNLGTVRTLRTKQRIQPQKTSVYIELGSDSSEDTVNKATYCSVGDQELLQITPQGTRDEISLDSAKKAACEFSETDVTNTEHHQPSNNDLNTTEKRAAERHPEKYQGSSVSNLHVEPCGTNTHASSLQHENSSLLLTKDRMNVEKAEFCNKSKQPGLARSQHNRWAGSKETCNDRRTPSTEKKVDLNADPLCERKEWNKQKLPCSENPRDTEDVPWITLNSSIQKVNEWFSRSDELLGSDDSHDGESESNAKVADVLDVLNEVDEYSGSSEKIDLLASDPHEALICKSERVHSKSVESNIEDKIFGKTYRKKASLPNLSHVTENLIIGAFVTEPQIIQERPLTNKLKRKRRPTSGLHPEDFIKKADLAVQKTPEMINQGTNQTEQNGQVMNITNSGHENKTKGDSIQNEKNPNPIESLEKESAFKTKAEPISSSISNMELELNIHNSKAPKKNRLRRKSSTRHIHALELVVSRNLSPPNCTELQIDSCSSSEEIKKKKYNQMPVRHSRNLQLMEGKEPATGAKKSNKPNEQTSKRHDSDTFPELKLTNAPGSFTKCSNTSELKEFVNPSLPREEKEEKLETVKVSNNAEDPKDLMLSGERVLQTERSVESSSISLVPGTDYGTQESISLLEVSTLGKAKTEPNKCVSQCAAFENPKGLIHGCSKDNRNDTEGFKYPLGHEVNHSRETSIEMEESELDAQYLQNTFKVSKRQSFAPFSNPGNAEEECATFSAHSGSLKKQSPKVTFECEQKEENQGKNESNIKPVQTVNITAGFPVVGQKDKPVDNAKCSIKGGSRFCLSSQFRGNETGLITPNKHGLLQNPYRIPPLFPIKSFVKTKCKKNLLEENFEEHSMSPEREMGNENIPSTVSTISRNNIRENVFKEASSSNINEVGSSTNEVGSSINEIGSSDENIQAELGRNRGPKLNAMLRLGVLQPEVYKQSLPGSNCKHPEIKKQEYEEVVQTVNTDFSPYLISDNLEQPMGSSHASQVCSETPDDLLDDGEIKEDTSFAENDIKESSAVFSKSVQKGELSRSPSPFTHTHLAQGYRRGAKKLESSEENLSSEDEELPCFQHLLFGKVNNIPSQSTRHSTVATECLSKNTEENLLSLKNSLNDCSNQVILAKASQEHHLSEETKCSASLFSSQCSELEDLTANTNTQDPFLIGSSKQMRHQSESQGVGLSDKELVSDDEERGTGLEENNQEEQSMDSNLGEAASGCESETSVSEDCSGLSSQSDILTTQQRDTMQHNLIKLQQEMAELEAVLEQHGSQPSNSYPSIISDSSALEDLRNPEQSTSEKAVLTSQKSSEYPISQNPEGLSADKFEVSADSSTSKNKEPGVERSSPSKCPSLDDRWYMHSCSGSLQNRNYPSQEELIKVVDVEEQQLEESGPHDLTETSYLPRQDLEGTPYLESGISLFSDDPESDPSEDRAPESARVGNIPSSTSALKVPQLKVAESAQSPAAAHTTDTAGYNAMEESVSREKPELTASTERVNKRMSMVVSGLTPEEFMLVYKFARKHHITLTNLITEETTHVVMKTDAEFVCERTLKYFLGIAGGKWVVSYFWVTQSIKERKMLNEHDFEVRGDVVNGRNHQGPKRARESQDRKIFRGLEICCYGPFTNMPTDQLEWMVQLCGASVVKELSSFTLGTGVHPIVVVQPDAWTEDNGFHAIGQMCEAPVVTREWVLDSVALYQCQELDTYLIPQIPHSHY
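Rhodamine-labelled pBACH1 10-mer (100 nM) bound to BRCT domain (100 nM) at pH 7.3; compounds incubated 12 min room temperature, polarization read. Free peptide defines full inhibition; unlabelled decapeptide titrated as control.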
A350 autofl: A350 region autofluorescence | Compound autofluorescence, 340/450 nm, Alexa 350 dye-equivalents; stronger effect = higher value | max dye-equivalent concentration, M | actives 11% (n = 59,000); in the data active = max dye-equivalent concentration above about 10 nM; inconclusive = mostly about 1.1 nM to 9.6 nM
BRCT PPI green: BRCA1 BRCT-phosphoprotein interaction inhibition; BRCA1 BRCT-phosphopeptide binding, green fluorescence polarization; Potency, µM (titrated, usually from 76.9 µM), for the others: at the highest dose activity change, negative = inhibition, hits mostly inhibitors; actives 0.05% (n = 75,000);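 also: potency is read from the fitted curve at half-maximal effect; plate controls were peptide without protein for full effect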
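Fluorescence polarization: His-tagged BRCT (~35 kDa BRCA1 C-terminus, 250 nM) bound to 100 nM fluorescein-labeled phosphorylated 10-aa BACH1 peptide, pH 7.3 phosphate buffer with DTT and Tween 20. Compounds incubated 12 min at room temperature; inhibition read as lowered polarization.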
* marks the source's active call; other numbers are inactive results; i = inactive; ? = inconclusive; nt = not tested or not shown; [ ] = remark or other dose. Unless noted, calls follow the shape of the dose curve; as a rule, active = well fitted curve in the direction sought with a large enough effect; inconclusive = small, poorly fitted or top-dose-only effect, or another doubt; inactive = no such curve, though single readings can be large; an effect the other way counts as inactive or inconclusive. Only part of the results is shown; rates above refer to the full screens.

Compound	Casp7 inh	Casp1 inh	USP2a inh	Fluorescein fluor	A350 autofl	BRCT PPI green	Ub-GFP proteasome	4MU fluor	BRCT PPI red	GFP derepression	HEK293 cAMP ctrl
Cc1ccc2c(c1)N(CC(=O)N1CCCCC1c1cccnc1)C(=O)CO2 (stereo not drawn)	0%	2%	17%	i	i	-3.3%	2%	i	1.4%	0%	8%
O=C(Cn1c(=O)oc2cc(S(=O)(=O)N3CCc4ccccc43)ccc21)NC1CCCC1	-5%	0%	nt	nt	nt	-1.0%	0%	nt	-1.3%	2%	1%
COc1cccc(C(=O)Nc2cccc(SC)c2)c1	-1%	-3%	-1%	nt	nt	0.1%	7%	nt	1.1%	-2%	27%
COc1ccccc1/C=C\C(=O)O	0%	-1%	1%	nt	nt	0.1%[3.08 µM]	nt	nt	1.0%	nt	nt
COc1ncc2nc(-c3ccccc3)c(=O)n(CCc3ccccc3)c2n1	?	nt	68%[activator]	i	?	-1.3%	-3%	?	0.7%	2%[9.22 µM]	26%
Cc1cc2c(c(=O)n1CCN(C)C)C(c1ccc(Cl)cc1)C(C#N)=C(N)O2 (stereo not drawn)	-1%	0%	5%	i	i	0.1%	-4%	i	0.3%	-2%	7%
CCCC1=C(C(=O)OCC)C(c2ccc(N(C)C)cc2)n2ncnc2N1 (stereo not drawn)	0%	-2%	13%	i	i	-0.5%	-4%	i	-1.0%	-2%	-2%
Nc1c(C(=O)N2CCCCC2)sc(=S)n1-c1ccccc1	0%	-1%	-1%	?	i	-2.4%	-7%	i	-0.7%	-2%	-5%
Cc1noc(C)c1C(=O)N1CCC2(CC1)CN(c1ncccn1)C2	0%	0%	-5%	i	i	-2.8%	-5%	i	0.1%	0%[9.22 µM]	-2%
CCCCOC(=O)C1[C@H]2C(=O)N(c3ccccc3CC)C[C@]23C=C[C@H]1O3 (stereo partly drawn)	0%	-1%	2%	i	?	-0.8%	-3%	?	0.0%	4%	4%
O=C(Cn1cc2c(n1)CCCC2)NCc1ccccn1	-3%	-1%	nt	nt	nt	-8.6%	3%	nt	-17%	-2%	3%
CCOCCCn1c(SCC(=O)NC(C)C)nc2ccccc2c1=O	0%	4%	1%	i	i	6.5%	-1%	i	0.3%	0%	20%
O=C(NCCCN1CCN(c2ccc(F)cc2)CC1)c1cccc(N2CCCC2=O)c1	0%	5%	13%	i	i	-3.6%	-9%	i	1.1%	1%	7%
O=C(O)c1ccc(CSc2nnc(COc3ccc(Cl)cc3Cl)o2)cc1	-6%	-3%	nt	nt	nt	8.2%	-3%	nt	1.2%	-2%	?
COc1ccc(C2C(C(=O)Nc3ccccc3OC)=C(C)Nc3nnnn32)c(OC)c1 (stereo not drawn)	-1%	1%	24%	i	i	-0.6%	11%	i	-0.9%	1%	6%
Fc1ccc(C2=Nn3c(Cc4ccccc4)nnc3SC2)cc1	6%	1%	0%	?	i	-0.6%	-2%	i	0.1%	0%	27%
O=C(c1ccccc1)c1ccc(OCC(O)CN2CCOCC2)cc1 (stereo not drawn)	-1%	1%	2%	?	i	-1.0%	6%	i	0.0%	-2%	4%
CC(C)CCCC(C)C1CCC2C3CC[C@H]4CC(=O)CC[C@@]4(C)C3CC[C@@]12C (stereo partly drawn)	0%	-2%	21%	nt	nt	-1.4%	nt	nt	0.8%	nt	nt
Cc1ccc(CCNC(=O)CN2C(=O)COc3ccccc32)cc1	0%	3%	-4%	i	i	-2.8%	-11%	i	-0.9%	-3%	8%
CCN(CC)S(=O)(=O)c1ccc2oc(C(=O)Nc3ccc(OC)cc3OC)c(C)c2c1	-4%	-4%	21%	?	7e-08M*	-1.4%	-3%	4.3e-08M*	0.0%	2%	13%
O=C(/C=C\Nc1ccccn1)c1ccccc1	-6%	-4%	3%	nt	nt	-2.6%	-7%	nt	1.5%	-2%	6%
O=C(NCc1ccco1)c1cccc2c1C(=O)N(C1CCCCC1)C2	1%	-1%	-2%	?	i	-0.8%	4%	i	-0.4%	0%	9%
COc1ccccc1N1CCN(C(=O)CN(c2cc(C)cc(C)c2)S(C)(=O)=O)CC1	1%	-1%	nt	i	i	-0.4%	9%	i	-0.5%	6%	5%
COc1ccc(S(=O)(=O)N2CCCCC2C(=O)O)cc1OC (stereo not drawn)	-1%	0%	-8%	i	i	0.1%	11%	i	0.2%	0%	1%
COCCCN(Cc1ccccn1)S(=O)(=O)Cc1ccccc1	1%	-1%	9%	?	?	2.3%	-1%	?	0.4%	6%	11%
CCOC(=O)N1CCN(C(=O)c2ccccc2NC(=O)COc2ccccc2C)CC1	2%	-3%	nt	nt	nt	0.3%	1%	nt	-3.8%	nt	5%
COCCN1CCN(c2c(C)c(C)nc3cc(-c4cccc(OC)c4)nn23)CC1	0%	5%	13%	i	?	-0.6%	-4%	?	-1.7%	-1%	0%
CC(C)Oc1ccc(C(CC(=O)O)NC(=O)CSc2ncn[nH]2)cc1 (stereo not drawn)	-3%	4%	-1%	i	i	-0.7%	22%	i	-0.5%	-1%	1%
CCOC(=O)N1CCN(S(=O)(=O)c2ccc3c(c2)SCC(=O)N3)CC1	-2%	-1%	-4%	?	i	-2.8%	3%	i	-0.1%	2%	5%
CC1CC(C)CN(CCCNC(=O)C2CCN(S(=O)(=O)N3CCCCC3)CC2)C1 (stereo not drawn)	2%	0%	68%[activator]	?	i	-0.3%	4%	i	0.1%	2%	?
O=C(c1cc(-c2ccncc2)nc2ccccc12)N1CCN(c2ccc(N3CCOCC3)nn2)CC1	-6%	-1%	11%	i	?	-2.0%	-5%	?	0.1%	0%	-4%
CS(=O)(=O)N(CC(=O)NCc1ccccn1)Cc1ccc(Cl)cc1	-4%	-2%	-7%	i	i	-2.7%	6%	i	1.0%	2%	9%
N#CC1=C(N)C(C#N)(C#N)[C@H](c2ccncc2)[C@H]2CC3(CC=C12)OCCO3	-7%	-12%	-6%	i	?	-1.4%	8%	?	1.1%	2%	1%
Cc1cc(NC(=O)c2cc3ccccc3o2)cc(C)c1OCC(=O)N1CCOCC1	0%	0%	25%	?	i	0.3%	6%	i	0.3%	4%	4%
O=C(O)c1cccc(-n2cccc2/C=N/O)c1	6%	0%	5%	i	i	-3.3%	-8%	i	-4.9%	-2%	4%
CC(C)C(NC(=O)C1CCCCC1)C(=O)N1CCN(c2ccc(F)cc2)CC1 (stereo not drawn)	1%	0%	9%	?	i	-1.1%	-1%	i	-0.2%	4%	2%
CCc1ccc(C(c2ccc(CC)cc2)C(Cl)Cl)cc1	1%	0%	nt	nt	nt	-3.3%	nt	nt	-1.3%	nt	14%
COc1ccc(CN2CCN(C(=O)CC(C)C)CC2)cc1OC	-2%	0%	-8%	nt	nt	-1.1%	-12%	nt	-0.7%	2%	7%
CCC1Oc2ccccc2N(CC(=O)Nc2ccc(OC)cc2OC)C1=O (stereo not drawn)	-1%	2%	8%	?	?	-1.9%	-2%	i	1.0%	-1%	25%
COC(=O)C1(CCSC)NC(c2ccc(O)cc2)C2C(=O)N(c3ccc4c(c3)OCCO4)C(=O)C21 (stereo not drawn)	1%	-1%	17%	i	i	-1.2%	1%	i	-0.3%	0%	4%
Cc1ccc(S(=O)(=O)N2CCCC2C(=O)NC2CCCCC2)cc1 (stereo not drawn)	-1%	0%	8%	?	i	-1.3%	-7%	i	0.2%	0%	4%
CC1=NCC[N@@+]1(CCc1ccccc1)Cc1ccccc1	1%[11.5 µM]	-3%[11.5 µM]	nt	i	i	1.2%[15.4 µM]	-7%[9.17 µM]	i	-1.5%[15.4 µM]	-1%[9.22 µM]	8%[11.4 µM]
O=C(Nc1ccccc1N1CCCCC1)c1ccc2nccnc2c1	1%	-3%	8%	i	i	-0.1%	-1%	i	0.1%	2%	?
Cc1ccc2ncccc2c1NS(=O)(=O)c1ccccc1	1%	4%	0%	?	i	-0.2%	6%	i	1.0%	-1%	4%
O=S(=O)(Nc1nccs1)c1ccc2c(c1)OCCO2	nt	0%	-12%	?	i	-1.3%	7%	i	1.6%	0%	5%

Part of the list above in a different format.
Second line of a record – Casp7 inh | Casp1 inh | USP2a inh | Fluorescein fluor | A350 autofl | BRCT PPI green | Ub-GFP proteasome | 4MU fluor | BRCT PPI red | GFP derepression | HEK293 cAMP ctrl
CS(=O)(=O)N(CC(=O)NCc1ccccn1)Cc1ccc(Cl)cc1
 : -4% | -2% | -7% | i | i | -2.7% | 6% | i | 1.0% | 2% | 9%
N#CC1=C(N)C(C#N)(C#N)[C@H](c2ccncc2)[C@H]2CC3(CC=C12)OCCO3
 : -7% | -12% | -6% | i | ? | -1.4% | 8% | ? | 1.1% | 2% | 1%
Cc1cc(NC(=O)c2cc3ccccc3o2)cc(C)c1OCC(=O)N1CCOCC1
 : 0% | 0% | 25% | ? | i | 0.3% | 6% | i | 0.3% | 4% | 4%

Bioassay records deposited in PubChem by National Center for Advancing Translational Sciences (NCATS).
